Screens: PubChem BioAssay, National Center for Advancing Translational Sciences (NCATS)
RORg inh: blocks mouse ROR gamma transcriptional activity. Drosophila S2 Gal4-RORgamma UAS-luciferase reporter, 20 h. Potency, µM (series often up to 53.6 µM), for the others: at the top dose activity change, negative = inhibition, usual class: inhibitors. 310,000 tested, 5.4% active. AID 2551; note: % is set by controls: 0 for no effect and ±100 for the full control effect; nearly all actives have a fitted effect of over 60% in size
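Luminescence from a UAS-regulated Photinus luciferase reporter in stably transfected Drosophila Schneider cells is measured; decreased signal marks ROR gamma inhibition. Fusion expression is induced by 700 uM copper sulfate for 20 hr.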
Rab9 promoter act: activates the Rab9 promoter | Huh7 Rab9 promoter-luciferase reporter, luminescence, 24 h | Potency, µM (series often up to 9.22 µM), for inactives: top-dose activation, negative = inhibition, hits mostly activators | 320,000 tested, 2.8% active; note: % of control where 0% means no effect; nearly all actives have a fitted effect of over 60% in size
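Huh7 reporter line, Rab9 promoter upstream of luciferase. Compound exposure 24 h at 37 °C in reduced-serum medium with 10% FBS. Read-out: luminescence.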
CXXC DNA block: inhibitors of human MLL CXXC domain-DNA interaction; Q03164; MLL-CXXC / FITC-HOXA9 DNA fluorescence polarization; Potency, µM (doses to about 115 µM), for the others: at the highest dose activity change, negative = inhibition, actives largely listed as inhibitors; 290,000 tested, 0.037% active; AID 2662; active = well fitted inhibition curve with a large enough effect in the polarisation, with a control signal flat, not every such curve was filed as active; inconclusive = small, poorly fitted or top-dose-only effect, or effect the other way, or a change in a side signal; inactive = no such curve, though single readings can be large or run the other way; the % refers to the polarisation
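Steps: dispense CXXC domain solution (7 uM) → pin compounds or unlabeled HOX-A9 DNA control → 5 min ambient → add FLSN-HOX-A9 solution (50 nM) → spin → 30 min ambient → fluorescence polarization. Tris pH 7.5/NaCl/DTT/BSA buffer.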
ELG1 genotoxic: inducers of genotoxicity in HEK293T ELG1-luciferase cells; HEK293T ELG1-luciferase reporter, luminescence, 16 h; Potency, µM (series often up to 46 µM), for the others: at the highest dose activity change, positive = activation, usual class: activators; 330,000 tested, 1.3% active; AID 504466; note: % of control where 0% means no effect; nearly all actives have a fitted effect of over 60% in size
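Genotoxicity was scored as increased ELG1-luciferase reporter signal, measured by ONE-Glo luminescence (30 min, room temperature). Compound or vehicle exposure of the HEK293T reporter cells lasted 16 hr at 37°C.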
FLuc counter: inhibits or activates purified firefly luciferase, miR-21 counter-screen. P08659. purified FLuc, Km substrates, luminescence inhibition. Potency, µM (doses to about 57.5 µM), for the others: at the top dose activity change, negative = inhibition, hits mostly inhibitors. 360,000 tested, 6.9% active. AID 588342;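 note: plate controls were vehicle for no effect and reference inhibitor for full effect; nearly all actives have a fitted effect of over 55% in size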
Target sequence (P08659 whole entry, looked up): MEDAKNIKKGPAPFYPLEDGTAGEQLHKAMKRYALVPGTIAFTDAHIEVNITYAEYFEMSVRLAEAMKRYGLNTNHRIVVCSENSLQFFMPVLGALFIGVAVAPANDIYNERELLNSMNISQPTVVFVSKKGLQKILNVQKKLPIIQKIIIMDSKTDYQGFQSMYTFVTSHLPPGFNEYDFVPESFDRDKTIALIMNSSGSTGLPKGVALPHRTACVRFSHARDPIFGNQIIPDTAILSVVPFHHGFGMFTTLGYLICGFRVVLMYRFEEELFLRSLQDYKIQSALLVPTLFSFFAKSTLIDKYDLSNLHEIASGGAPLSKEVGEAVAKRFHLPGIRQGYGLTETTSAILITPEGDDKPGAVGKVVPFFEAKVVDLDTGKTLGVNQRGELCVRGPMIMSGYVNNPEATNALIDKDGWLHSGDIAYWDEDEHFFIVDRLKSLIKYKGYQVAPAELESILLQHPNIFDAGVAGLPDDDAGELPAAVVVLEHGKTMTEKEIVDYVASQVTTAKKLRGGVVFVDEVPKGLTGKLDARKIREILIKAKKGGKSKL
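Biochemical qHTS of compounds, final roughly 60 µM downward over six points, against 10 nM purified firefly luciferase using Km concentrations of substrates (10 uM D-luciferin, 10 uM ATP) in Tris acetate pH 7.5 buffer; luminescence output.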
BRCA1 expr up: activators of BRCA1 expression | MCF7-BRCA1-FFLuc reporter, luminescence, 48 h; response scale: scaled: vehicle 0%, 10 µM genistein 100% | Potency, µM (doses to about 46.1 µM), for the others: at the top dose activation, hits mostly activators | 380,000 tested, 1.1% active | AID 624202; note: nearly all actives have a fitted effect of over 80% in size; some results filed as inactive show a strong effect at the top dose
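MCF7-BRCA1-FFLuc, 2000 cells/well; 2 h attach, 37 °C/5% CO2; compound 48 h; luciferase substrate 15 min; luminescence end-point. Norm. to genistein 10 microM max activation and DMSO; concentration-response curves fitted.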
VP16 counter: counter-screen for ROR gamma inhibitors: Gal4-VP16 reporter. AID 2546. Drosophila S2 Gal4-VP16 UAS-luciferase, luminescence, 20 h. 310,000 tested, 3.5% active. Potency, µM (doses to about 53.6 µM), for inactives: at the highest dose activity, negative = inhibition, most hits filed as inhibitors;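 note: Gal4-VP16 expression switched on by copper sulfate through the metallothionein promoter; % is set by controls: 0 for no effect and ±100 for the full control effect; nearly all actives have a fitted effect of over 50% in size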
NPC1 prom act: activates the NPC1 promoter | Huh7 NPC1 promoter luciferase reporter, 24 h | Potency, µM (doses to about 9.22 µM), inactives show top-dose activation, actives largely listed as activators | 320,000 tested, 2.4% active;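 note: % of control where 0% means no effect; nearly all actives have a fitted effect of over 60% in size; reporter is driven by a mutant NPC1 promoter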
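NPC1 promoter–luciferase Huh7 cells; 24 h compound; luminescence.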
uPA surface inh: cell surface uPA generation inhibition | cell surface uPA generation assay, qHTS | Potency, µM (series often up to 38.3 µM), for the others: top-dose activity change, negative = inhibition, hits mostly inhibitors | 330,000 tested, 0.31% active | AID 540303; active = well fitted inhibition curve with a large enough effect; inconclusive = small, poorly fitted or top-dose-only effect; inactive = no such curve, though single readings can be large or run the other way; tested in mouse RAW 264.7 cells; note: % is set by controls: 0 for no effect and ±100 for the full control effect; nearly all actives have a fitted effect of over 55% in size
MBNL1-CUG inh: blocks human MBNL1 binding to CUG repeat RNA; Q9NR56; TR-FRET MBNL1-His/biotin-(CUG)12 binding, 665/545 ratio; Potency, µM (top dose mostly 57.5 µM), without a hit: at the top dose activity change, negative = inhibition, actives largely listed as inhibitors; 280,000 tested, 0.036% active; active = well fitted inhibition curve with a large enough effect in the signal ratio, with a control signal flat, not every such curve was filed as active; inconclusive = small, poorly fitted or top-dose-only effect, or effect the other way, or a change in a side signal; inactive = no such curve, though single readings can be large or run the other way; the % refers to the signal ratio; note: % is set by controls: 0 for no effect and ±100 for the full control effect
Target sequence (Q9NR56 whole entry, looked up): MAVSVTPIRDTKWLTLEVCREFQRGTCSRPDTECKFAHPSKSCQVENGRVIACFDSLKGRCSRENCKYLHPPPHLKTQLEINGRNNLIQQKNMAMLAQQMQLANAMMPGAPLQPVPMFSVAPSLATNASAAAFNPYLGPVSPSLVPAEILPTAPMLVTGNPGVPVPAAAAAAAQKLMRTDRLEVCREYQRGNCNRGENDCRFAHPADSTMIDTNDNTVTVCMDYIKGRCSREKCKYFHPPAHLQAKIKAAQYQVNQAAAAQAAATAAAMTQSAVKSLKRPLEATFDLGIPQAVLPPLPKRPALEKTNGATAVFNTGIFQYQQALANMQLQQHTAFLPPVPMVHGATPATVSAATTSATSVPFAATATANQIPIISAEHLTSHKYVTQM
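Ratiometric TR-FRET (665 over 545 nm, excitation 340 nm) tracks disruption of MBNL1-His/biotin-(CUG)12 complex after 60 min at room temperature, with compounds at 92 nM to 58 uM final.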
p53 reactivator: re-activators of mutant p53; H1299 p53-A138V BP100-luciferase reporter, luminescence, 24 h; AID 504706; Potency, µM (top dose mostly 92.2 µM), inactives show at the highest dose activity change, positive = activation, most hits filed as activators; 320,000 tested, 0.063% active; note: % of control where 0% means no effect; nearly all actives have a fitted effect of over 45% in size
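p53-null H1299 cells stably carrying temperature-sensitive p53-A138V and a BP100-luciferase reporter were pinned with compounds (4-point, 1:5 series) and held 24 hrs at 37 deg C. Luminescence was read 10 min after detection reagent.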
* = called active by the depositor; u = inconclusive; x = not tested or not shown; & = joins results of further samples; [ ] = dose if it differs, or a comment. Unless noted, calls come from the whole dose curve; as a rule, active = well fitted curve in the direction sought with a large enough effect; inconclusive = small, poorly fitted or top-dose-only effect, or another doubt; inactive = no such curve, though single readings can be large; an effect the other way counts as inactive or inconclusive. Potency is the fitted concentration of half-maximal effect. This is a subset, so the mix of outcomes need not match the whole.

SMILES | RORg inh | Rab9 promoter act | CXXC DNA block | ELG1 genotoxic | FLuc counter | BRCA1 expr up | VP16 counter | NPC1 prom act | uPA surface inh | MBNL1-CUG inh | p53 reactivator
COc1ccc(/C=N/NC(=O)CCN2CCCCC2c2cccnc2)cc1Cn1cc([N+](=O)[O-])cn1 (configuration not stated) | u | -3% | -5% | -2% | 0% | -13% | u | -3% | -6% | 6% | -6%
CCOc1ccc2nc(N3CCCC(C(=O)NCCCN4CCCCC4)C3)sc2c1 (configuration not stated) | -4% | u | 9% | u | u | 96% | -9% | 27% | -20% | -3% | u
CC(C)N=C1NN=C(c2ccc(F)cc2)CS1 | 7.1µM* | 0.5µM* | -2% | 1% | 9.5µM* | -3% | u | 0.56µM* | -13% | -5% | 23%
O=C(CNC(=O)c1ccco1)OCC(=O)c1ccc(Br)cc1 | 1% | -2% | 4% | -3% | 0% | 0% | 1% | -8% | 3% | 1% | 1%
CCOC(=O)CN(C(=O)c1snc(C(N)=O)c1N)C(C(=O)NC1CCCCC1)c1ccc(F)cc1 (configuration not stated) | 9% | -4% | 10% | 7% | -2% | -13% | 2% | 1% | 27% | -2% | x
COCCN(C(=O)CSc1nnc(-c2ccccc2C)n1C)c1c(N)n(Cc2ccccc2)c(=O)[nH]c1=O | -3% | 3% | 1% | -2% | -3% | -8% | -8% | -7% | 13% | -8% | -2%
CCC(C)Sc1cccc(-c2nc3ccc(C)cn3c2NC2CCCCC2)c1 (configuration not stated) | x | -3% | x | -1% | 1% | 6%&-26% | x | -8% | 5% | x | -1%
Cc1ccc(C2NC(C(=O)O)CS2)cc1 (configuration not stated) | -18% | -17% | -2% | 2% | 3% | x | 2% | 1% | x | -13% | -1%
COc1ccccc1NC(=O)C1CCCN(S(=O)(=O)c2cnc[nH]2)C1 (configuration not stated) | -10% | 1% | -3% | -5% | 0% | -9% | -2% | 0% | 4% | -13% | -1%
O=C(CCC(=O)N1CCCCC1)Nc1ccc(Cl)c(Cl)c1 | -15% | 11% | 10% | 2% | -7% | 1% | -1% | -3% | -3% | 1% | 24%
CCCn1c(=O)c(C(=O)Nc2ncccc2O)c(O)c2ccccc21 | -32% | 1% | -9% | -11% | -3% | -29% | -1% | 7% | 0% | -6% | 13%
CC(NC(=O)c1cccnc1)C(=O)O (configuration not stated) | 4% | -4% | 3% | -2% | -3% | 20% | -1% | -1% | 10% | -2% | 11%
Cc1noc(C)c1COc1ccccc1C(=O)N(C)Cc1ccc(F)cc1 | x | -4% | x | -6% | 2% | -23% | x | -7% | -1% | x | -3%
O=C(O)CCN1CCOCC1 | 3% | 10% | -5% | -1% | -2% | -6% | 3% | -1% | 0% | 1% | 7%
O=C(Nc1ccc(Cl)cc1)/C(=C/c1cccc(O)c1)c1nc2ccccc2s1 | 11µM* | -15% | 13% | -17% | u | -94% | 20µM* | -9% | -9% | -6% | 1%
CC(=O)N/C(=C\c1ccccc1)C(=O)OCC(=O)NC1CCCC1 | u | -3% | 5% | 1% | -2% | 16% | -3% | 0% | u | 6% | -14%
CN(C)/C=N/c1ncnc2c1cnn2-c1ccc(C(F)(F)F)cn1 | 24% | u | 4% | u | 11µM* | 36% | -3% | 2.5µM* | -4% | -5% | u
O=C(Cn1cc([N+](=O)[O-])ccc1=O)NC1CCCCC1 | x | 0% | x | 2% | -1% | -17% | x | -4% | -1% | x | u
N#Cc1ccc(C(=O)NC23CC4CC(CC(C4)C2)C3)cc1 | 1% | -8% | -12% | -7% | 5% | -8% | 3% | -5% | 5% | -11% | -2%
COc1ccc(C(C(=O)NC2CCCC2)N(C(=O)c2snc(C(N)=O)c2N)C2CCCC2)cc1OC (configuration not stated) | -20% | -1% | -8% | 5% | 3% | -17% | -2% | -4% | -2% | -3% | -3%
Cc1ncc(CSCC(=O)Nc2cc(C(F)(F)F)ccc2Cl)c(CO)c1O | 6% | -6% | -16% | -3% | 1% | -22% | 0% | 1% | -1% | 10% | -8%
Fc1ccc(-n2c(Cc3ccccc3)nnc2SCc2nc(-c3cccs3)no2)cc1 | u | -6% | 0% | -7% | 7% | -14% | u | 1% | 3% | -4% | -12%
O=C(c1ccco1)N1CCC(c2nc(-c3ccc(F)cc3)no2)CC1 | -10% | 8% | 3% | -2% | 4% | -31% | -6% | -3% | x | -9% | 3%
COc1cc(C(=O)Nc2sc3c(c2C(=O)O)CCC3)cc(OC)c1OC | 42% | -7% | -2% | -12% | -18% | -34% | 4% | -7% | -1% | -5% | -5%
Cc1cc(N2C(=O)CCC2=O)ccc1NC(=O)c1cccs1 | 0% | 8% | 14% | 6% | -2% | 14% | 2% | -1% | 0% | 6% | -1%
C#CCOc1ccc(/C=C2/C(=O)ON=C2C)cc1Br | 8% | -4% | 12% | 2% | u | -10% | -2% | -2% | 1% | 3% | 3%
Cc1ccc(SCCC(=O)Nc2ccccc2C(=O)NC(C)C)cc1 | 20% | 10% | 4% | -1% | -6% | -7% | 4% | 2% | 1% | -5% | -5%
COc1ccc(NC(=O)CCNS(=O)(=O)c2cccc3nsnc23)c(OC)c1 | -7% | 0% | 5% | 6% | -1% | 2% | 1% | -5% | -2% | u | 12%
O=C(NCCCO)/C(=C\c1ccco1)NC(=O)c1ccc(Br)o1 | -19% | 1% | 10% | 1% | -1% | -10% | -10% | 1% | -8% | -1%[11.5 µM] | -9%
O=[N+]([O-])c1ccc(N2CCN(S(=O)(=O)c3ccc(Cl)cc3)CC2)cc1NCC1CCCO1 (configuration not stated) | 3% | -2% | 4% | -3% | -1% | -12% | -15% | -3% | 9% | 8% | 1%

Molecules from the list above containing two or more sulfur atoms:
SMILES | RORg inh | Rab9 promoter act | CXXC DNA block | ELG1 genotoxic | FLuc counter | BRCA1 expr up | VP16 counter | NPC1 prom act | uPA surface inh | MBNL1-CUG inh | p53 reactivator
Fc1ccc(-n2c(Cc3ccccc3)nnc2SCc2nc(-c3cccs3)no2)cc1 | u | -6% | 0% | -7% | 7% | -14% | u | 1% | 3% | -4% | -12%
COc1ccc(NC(=O)CCNS(=O)(=O)c2cccc3nsnc23)c(OC)c1 | -7% | 0% | 5% | 6% | -1% | 2% | 1% | -5% | -2% | u | 12%

Further records follow.
SMILES | RORg inh | Rab9 promoter act | CXXC DNA block | ELG1 genotoxic | FLuc counter | BRCA1 expr up | VP16 counter | NPC1 prom act | uPA surface inh | MBNL1-CUG inh | p53 reactivator
COc1ccc(-c2cc(-c3ccc(O)cc3)nc(N)c2C#N)cc1OC | -1% | 0% | 2% | 0% | 2% | -57% | 6% | -5% | -7% | -4% | 2%
Cc1ccc(S(=O)(=O)N2CCN(Cc3ccco3)CC2)c(C)c1 | 14% | -1% | -14% | -4% | -2% | 0% | -1% | 10% | 0% | -16% | -28%
CC(C(=O)O)c1ccc2c(c1)[nH]c1ccc(Cl)cc12 (configuration not stated) | 2%&23% | -5% | -3%&3% | 5% | u | -17% | 0%&-2% | -6% | -3% | 0% | 4%
Cc1ccccc1Cn1c(C)nc2ccc([N+](=O)[O-])cc2c1=O | u | 1% | -2% | 1% | 11% | -32% | 4% | 19% | 1% | u | x
CCN(CC)C(=O)CSc1ncnc2c(-c3cccs3)nsc12 | 24% | 3.2µM* | 5% | 11% | -12%[2.3 µM] | 94% | 9% | u | 0% | 8% | u
CCOC(=O)C1=C(COC(=O)c2ccccc2[N+](=O)[O-])NC(=O)NC1C (configuration not stated) | x | 2% | x | 2% | -2% | -2% | x | 1% | -8% | x | 8%
Cc1c(C(=O)Nc2nccs2)oc2ccc(F)cc12 | x | 1.6µM* | x | 14% | u | 0% | x | 3.5µM* | u | x | u
C/C(Cc1ccccc1)=N\NC(=O)c1ccc(F)cc1 | -13% | 0% | 7% | 4% | -9% | 71% | u | 4% | 4% | x | 11%
CCOC(=O)c1cc(-c2ccc(N3CCOCC3)cc2)nn1-c1ccccc1 | 33% | -3% | 10% | -2% | -1% | -28% | -14% | 0% | 4% | -21% | 5%
O=C(NC1CCSC1=O)c1ccc(Oc2ccc(F)cc2)nc1 (configuration not stated) | 18% | -1% | 4% | 7% | 0% | -33% | 10% | 5% | 4% | -8% | 5%
CCOC(=O)N1CCN(CC(O)c2ccccc2)CC1 (configuration not stated) | -4% | 5% | -4% | 0% | -1% | -9% | 3% | -5% | 0% | -9% | -7%
Clc1ccccc1OCCN1CCCCC1 | -12% | -7% | 0% | -11% | 2% | -2% | -2%[0.365 µM] | 1% | 3% | -9% | 6%
O=C(CNC(=O)c1cccs1)Nc1ccncc1 | x | 10% | x | 0% | -1% | 0% | x | 2% | -93% | x | -1%
O=C(NC(=S)Nc1ccc(N2CCOCC2)cc1)c1cccc([N+](=O)[O-])c1 | 2.2µM* | 3% | 4% | 0% | 1% | -6% | 2.8µM* | -1% | 7% | 9% | 9%
